# inhibitors of VEEV = inhibitors of VEEV TC-83 cytopathic effect, confirmation, Vero cells (AID 588727) | Vero cells, VEEV TC-83 cytopathic effect inhibition; higher % means a stronger effect | inhibition, % at 20 µM; hits with a dose series show IC50 in µM | 0.13% of 350,000 active; in the data active = a potency from the dose series; inconclusive = inhibition mostly from about 14% at the one dose, without a potency; inactive = the rest, 99 in 100 with inhibition below about 12%; also: strong numbers were not always called active
# An asterisk follows results filed as active; i = inactive; ? = inconclusive. Some of the compounds tested, so the mix of outcomes need not match the whole.
SMILES,inhibitors of VEEV
COc1ccc(C(C#N)CC(=O)c2ccc3c(c2)OCO3)cc1OC (configuration not stated),i
CCn1cc(/C=C(\NC(=O)c2ccccc2F)C(=O)N2CCN(C)CC2)c2ccccc21,0.8%
CC(C)C#Cc1cnc2c(c1)C(=O)N([C@@H](C)CO)C[C@@H](C)[C@H](CN(C)Cc1cccc(F)c1)O2,3.9%
Cc1sc2nc(-c3ccccc3F)oc(=O)c2c1C,4.0%
CC(=O)Nc1cccc(NC(=O)C2CCCO2)c1 (configuration not stated),0.8%
COc1ccc(Br)cc1CNC(=O)C1CCCN(S(=O)(=O)N2CCC(C)CC2)C1 (configuration not stated),i
COc1ccc([N+](=O)[O-])c(C=CC(=O)c2ccccn2)c1,9.4%
O[C@@H]1CN(CC2CCCCC2)[C@@H](c2ccccc2)C[C@H]1n1cc(-c2ccc(F)cc2)nn1,0.3%
N#Cc1nc2ccccc2n1OCc1ccccc1,i
NC(CSC(c1ccccc1)(c1ccccc1)c1ccc(-c2ccccc2)cc1)C(=O)O (configuration not stated),3.8%
CS(=O)(=O)c1ccc(Cl)c(NC(=O)CSc2nnc3n2CCCCC3)c1,0.7%
CC(C)(C)Cc1c(-c2ccc(Cl)cc2)nc2ccc(Br)cn12,3.1%
CC(C)CC1NC(=O)c2cccnc2-n2c1nc1ccccc1c2=O (configuration not stated),0.7%
COc1ccc(Cc2nc3ccc(C(=O)N4CCCCC4CO)cc3o2)cc1OC (configuration not stated),0.1%
COc1cccc(S(=O)(=O)N(C)C[C@H]2Oc3ncc(Br)cc3C(=O)N([C@@H](C)CO)C[C@@H]2C)c1,6.5%
C[C@H]1CN([C@@H](C)CO)C(=O)CCCn2nncc2CO[C@@H]1CN(C)C(=O)Nc1cccc2ccccc12,2.6%
CN(c1ccccc1)S(=O)(=O)c1cc(C(=O)NCc2ccco2)ccc1Cl,6.3%
O=C(Nc1ccccc1Cl)c1ccccc1CC(O)(c1ccccc1)c1ccccc1,5.8%
Cc1ccc(NS(=O)(=O)c2ccc(-c3coc(C)n3)cc2)c(Cl)c1,i
C#CCN(C[C@H]1[C@H](OC(=O)NCc2ccccc2)[C@H](OC(=O)NCc2ccccc2)C[C@@H](C(=O)OC)[C@H]1C(=O)OC)S(=O)(=O)c1ccc(C)cc1,3.5%
COc1ccc(CN2CCN(Cc3c[nH]c4ccccc34)CC2)cc1OC,0.2%
COc1cccc(/C=C/C(=O)N2CCN(S(=O)(=O)c3ccccc3)CC2)c1,2.6%
CCC(C)n1c(SCC(=O)NC2CC2)nc2ccccc2c1=O (configuration not stated),5.6%
Cc1ccccc1NC(=O)CN1CCN(c2ccc(F)cc2)CC1,0.8%
Nc1ccccc1SC(CC(=O)c1ccccc1)c1cccc([N+](=O)[O-])c1 (configuration not stated),?
CSC[C@H]1CN(Cc2ccccc2)C(=O)[C@@H]1CC(=O)Nc1ccccc1,i
CCc1ccccc1NC(=O)CSc1nc2cc(C(=O)NCC3CCCO3)ccc2c(=O)n1CC1CCCO1 (configuration not stated),1.8%
Cc1ccc(NC(=O)c2nc[nH]c2C(=O)Nc2ccccc2F)cc1,1.3%
C/C(=N\NC(=O)c1nnn(-c2nonc2N)c1CSc1ccc(C)cc1)c1cccs1,i
C[C@H]1CN([C@@H](C)CO)C(=O)CCCn2cc(nn2)CO[C@@H]1CN(C)C(=O)Nc1cccc2ccccc12,3.9%
CC1(C)CN(CCc2ccccc2)C(=O)[C@H]1CC(=O)Nc1ccc(Br)cc1,i
CC1(C)CC2(OC2c2ccccc2)C(=O)c2ccccc21 (configuration not stated),i
CC1COC(=C2C(=O)OCC2C)C1 (configuration not stated),1.0%
CCCCn1nc(C(=O)N(C)Cc2nc3ccccc3c(=O)[nH]2)c2ccccc2c1=O,5.9%
Nc1cc(N)nc(SCc2ccccc2Cl)n1,1.9%
C[C@@H]1CN([C@@H](C)CO)C(=O)c2cc(Br)cnc2O[C@@H]1CN(C)S(C)(=O)=O,i
COc1ccc(CN2C(=O)C(CC(=O)NC3CCCCC3)CC(C(=O)N3CCOCC3)=C2C)cc1 (configuration not stated),0.1%
COc1ccc(NC(=O)N(C)C[C@@H]2OCc3cnnn3CCCC(=O)N([C@H](C)CO)C[C@H]2C)cc1,i
CCCCCCN1C[C@H](O)[C@@H](n2cc(C3CC3)nn2)C[C@@H]1c1ccc(Cl)cc1,1.1%
N#CC(=Cc1ccccn1)c1nc(-c2ccc(Cl)cc2)cs1,10%
Cc1ccc(NC2CCCN(C(=O)c3cc(C(C)C)nn3C)C2)cc1C (configuration not stated),i
CN(C)S(=O)(=O)c1ccc2c(c1)nc(CCC(=O)NCC(=O)Nc1ccc(F)c(F)c1F)n2C,i
CCOC(=O)N1CCC(=NNC(N)=O)C1,0.8%
CC1=C(C(=O)N(C)C)CC(CC(=O)NCCCN(C)C)C(=O)N1Cc1ccccc1 (configuration not stated),i
CCN1C(=O)[C@H]2[C@@H](c3ccc(OC)cc3)N[C@]3(CCCN(Cc4ccc(C)cc4)C3=O)[C@H]2C1=O,1.1%
CSc1ncnc2c1ncn2CCCNCc1ccco1,i
COc1ccccc1CN(C)C[C@@H]1OCc2cnnn2CCCC(=O)N([C@@H](C)CO)C[C@H]1C,0.6%
Cc1ccc(NC(=O)c2cc(S(=O)(=O)N3CCCCC3)ccc2N2CCOCC2)cc1,i
CCOc1cc(/C=N/NC(=O)c2ccc(-c3csc(Nc4ccc(C)cc4)n3)cc2)ccc1OCC(=O)O,6.9%
CC(Nc1ccc(Br)cc1)C(=O)NC(=O)NC1CCCCC1 (configuration not stated),1.5%
CCCCN1C[C@H](C)[C@@H](CC(=O)NC)C1=O,i
Cc1cccc(C(=O)Nc2ccc(C(=O)c3ccncc3)cc2)c1,1.8%
C[C@H](CO)N1C[C@H](C)[C@@H](CN(C)S(=O)(=O)c2ccc(Oc3ccccc3)cc2)OCc2cnnn2CCCC1=O,0.3%
O=C1CNc2cc(Cl)ccc2N1,0.9%
CCN(CC)S(=O)(=O)c1ccc(SCC(=O)c2c(N)n(C3CC3)c(=O)[nH]c2=O)nc1,5.1%
CCC1NC(=O)c2cc3ccccc3cc2-n2c1nc1ccc(F)cc1c2=O (configuration not stated),9.5%
Clc1ccc2nc3ccccc3cc2c1,1.4%
CCOC(=O)C1(C#N)C(=O)CSC1=Nc1ccccc1Cl (configuration not stated),2.7%
CC(C)Oc1ccc(S(=O)(=O)N2CCOCC2)cc1NC(=O)c1ccc(Cl)c(S(=O)(=O)N2CCOCC2)c1,2.5%
O=C(OCC(=O)N1CCOCC1)c1cncc(Br)c1,2.6%
# Additional structures.
SMILES,inhibitors of VEEV
CC1CC(=O)Nc2ccccc2N1C(=O)COc1ccccc1C(N)=O (configuration not stated),1.0%
Cc1nc(C(=O)O)cc([N+](=O)[O-])c1C,1.3%
COc1ccc(NC(=O)CN(C)C(=O)c2ccc(S(=O)(=O)N3CCOCC3)cc2)cc1,0.2%
COc1cccc(OCC(=O)NCCS(=O)(=O)N2CCN(c3ccccc3)CC2)c1,0.2%
CCC(C)C(CO)NCCCn1cnc2c(SC)ncnc21 (configuration not stated),0.9%
COCCNC(=S)N(C)[C@H]1C[C@H]2c3cc(Oc4ccccc4C)ccc3CCN2C(=O)[C@H]1[C@H](C)O,0.3%
CC1=CC(C)C(=O)N(CCN2CCOCC2)C(C)=C1 (configuration not stated),1.0%
O=C(O)CC(c1ccccc1)c1ccc2c(c1)OCO2 (configuration not stated),i
CC(C1SC(=S)NC1=O)C1SC(=S)NC1=O (configuration not stated),4.3%
CCOc1ccc(-c2nc(CSCC(=O)NC3CCN(Cc4ccccc4)CC3)c(C)o2)cc1,i
CC1Cc2nc(SCC(=O)N3CCCCC3)n(C)c(=O)c2S1 (configuration not stated),i
C[C@H](CO)N1C[C@H](C)[C@@H](CN(C)C(=O)Oc2ccccc2)OCc2cnnn2CCCC1=O,i
Cc1noc(C)c1NC(=O)N(C)C[C@@H]1Oc2ncc(Br)cc2C(=O)N([C@H](C)CO)C[C@@H]1C,0.5%
COC(=O)c1cc(S(=O)(=O)Nc2cccc(-c3ccno3)c2)c[nH]1,2.6%
CCCCC(=O)Nc1ccc2c(c1)nc1n2CCN(CCOC)C1,3.7%

# Molecules listed so far that have two or more sulfur atoms:
SMILES,inhibitors of VEEV
CS(=O)(=O)c1ccc(Cl)c(NC(=O)CSc2nnc3n2CCCCC3)c1,0.7%
C/C(=N\NC(=O)c1nnn(-c2nonc2N)c1CSc1ccc(C)cc1)c1cccs1,i
CCN(CC)S(=O)(=O)c1ccc(SCC(=O)c2c(N)n(C3CC3)c(=O)[nH]c2=O)nc1,5.1%
CC(C)Oc1ccc(S(=O)(=O)N2CCOCC2)cc1NC(=O)c1ccc(Cl)c(S(=O)(=O)N2CCOCC2)c1,2.5%
CC(C1SC(=S)NC1=O)C1SC(=S)NC1=O (configuration not stated),4.3%
CC1Cc2nc(SCC(=O)N3CCCCC3)n(C)c(=O)c2S1 (configuration not stated),i

# The listing continues.
SMILES,inhibitors of VEEV
COc1ccc(-c2ccc(CN3C(C(C)C)C(=O)N(Cc4cn(Cc5ccco5)nn4)CCS3(=O)=O)cc2)cc1 (configuration not stated),3.7%
Cc1cc(C(=O)N2CCCC(CO)(Cc3ccc(F)cc3F)C2)nn1C (configuration not stated),3.2%
COCCN(C(=O)COC(=O)C12CC3CC(CC(O)(C3)C1)C2)c1c(N)n(Cc2ccccc2)c(=O)[nH]c1=O,0.6%
Cc1cc(NC(=O)COC(=O)COc2ccc(Cl)c(C)c2)no1,3.3%
N#Cc1ccc(NC(=O)COC(=O)c2cccc(S(=O)(=O)N3CCCC3)c2)cc1,1.2%
Cc1cc(C)c2c(=O)n3c(nc2c1)C(CC(C)C)NC(=O)c1cc2ccccc2cc1-3 (configuration not stated),0.2%
O=C(CSc1nnc(-c2cccc(Br)c2)o1)NCC1CCCO1 (configuration not stated),0.5%
Cc1ccc(OCCCC(=O)N(C)CC(=O)Nc2c(C)cccc2C)cc1,i
O=C1C=C(c2n[nH]nc2-c2ccccc2)C[C@@H](c2ccc(F)cc2)C1,5.1%
C[C@@H]1CN([C@@H](C)CO)C(=O)CCCn2nncc2CO[C@H]1CN(C)C(=O)Nc1cccc2ccccc12,3.6%
CC(C)(C)OC(=O)N1CCC(NC(=O)c2[nH]cnc2C(=O)Nc2ccc(Br)cc2F)CC1,11%
CCCCN1C(=O)C(CC(=O)NCC2CCCCC2)CC(C(=O)N2CCOCC2)=C1C (configuration not stated),0.0%
COc1ccc(CCNC(=O)COC(=O)C2=NNC(=O)CC2)cc1,0.5%
COc1ccc(C(=O)N2C=Cc3ccccc3C2C(N)=O)cc1 (configuration not stated),i
COc1ccc(C)cc1N1CC(C(=O)Nc2cccc(C(=O)NC3CC3)c2)CC1=O (configuration not stated),3.0%
CC1=C(C(=O)N2CCOCC2)CC(CC(=O)NCCc2ccccn2)C(=O)N1Cc1ccc(F)cc1 (configuration not stated),0.9%
CN(C)c1ncnc2c1nnn2C1OC(CO)C(O)C1O (configuration not stated),i
CCn1cc(/C=C(\NC(=O)c2ccccc2OC)C(=O)N2CCOCC2)c2ccccc21,5.1%
COc1ccc(-n2sc3ccccc3c2=O)cc1,?
COc1cccc(NC(=O)COC(=O)c2ccc3c(c2)OCCO3)c1,0.9%
CCC(=O)N(c1nnc(SC(C)C(=O)Nc2ccc(N3CCOCC3)cc2)s1)C1CC1 (configuration not stated),0.5%
CN(C)S(=O)(=O)n1cc(/C=C(\NC(=O)c2ccccc2F)C(=O)N2CCCCC2)c2ccccc21,1.5%
COc1ccc(NC(=O)c2ccc3c(c2)CCN3S(C)(=O)=O)cc1,0.1%
COc1cc(C=NCc2ccccc2)ccc1O,2.4%
CCCc1cc(CN(C)C(=O)c2ccc(OC3CCN(C(C)=O)CC3)c(OC)c2)[nH]n1,0.8%
COc1ccc(OC)c(CN2CCN(Cc3ccc(OC)c(OC)c3OC)CC2)c1,0.2%
COc1ccc(C(=O)NC2CC(C)(C)NC(C)(C)C2)cc1S(=O)(=O)N1CCOCC1,i
COc1ccc(N2CCCC2=O)cc1S(=O)(=O)N1CCOCC1,1.2%
O=C1Nc2ccccc2SC1=Cc1ccccc1,0.9%
COc1cc(/C=C/CNC[C@H]2O[C@@H](n3ccc(N)nc3=O)[C@H](O)[C@@H]2O)ccc1O,1.8%
COc1ccc(S(=O)(=O)N2CCC(C(=O)N[C@H](C(=O)NCc3ccccc3)C(C)C)CC2)cc1,i
COCCn1c(=S)[nH]c2cc(C(=O)NC3CCCC(C)C3C)ccc2c1=O (configuration not stated),i
NC(=O)C1CCN(CC(=O)Nc2ccc3c(c2)OCO3)CC1,i
CC1Cc2ccccc2N1C(=O)COC(=O)c1ccco1 (configuration not stated),i
CC(NC(=O)C1CC(=O)N(c2ccc3c(c2)OCCO3)C1)c1ccccc1 (configuration not stated),0.9%
COc1cccc(S(=O)(=O)N(C)C[C@H]2OCc3cn(nn3)CCCC(=O)N([C@H](C)CO)C[C@@H]2C)c1,0.9%
O=C(c1cccs1)N1C[C@H](n2cc(C3CC3)nn2)[C@@H](O)C[C@@H]1c1ccccc1,0.1%

# Exported with tabs: four of the compounds above.
compound	inhibitors of VEEV
COc1cccc(S(=O)(=O)N(C)C[C@H]2OCc3cn(nn3)CCCC(=O)N([C@H](C)CO)C[C@@H]2C)c1	0.9%
NC(=O)C1CCN(CC(=O)Nc2ccc3c(c2)OCO3)CC1	i
CC(NC(=O)C1CC(=O)N(c2ccc3c(c2)OCCO3)C1)c1ccccc1 (configuration not stated)	0.9%
COc1ccc(S(=O)(=O)N2CCC(C(=O)N[C@H](C(=O)NCc3ccccc3)C(C)C)CC2)cc1	i

# Screening data as filed in PubChem.
